# VP16 counter: VP16 counterscreen qHTS for inhibitors of ROR gamma transcriptional activity; Drosophila S2 Gal4-VP16 UAS-luciferase, luminescence, 20 h; Potency, µM (series often up to 53.6 µM), without a hit: at the top dose activity, negative = inhibition, hits mostly inhibitors; actives 3.5% (n = 310,000); AID 2546, 2010;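 also: Gal4-VP16 expression switched on by copper sulfate through the metallothionein promoter; % is scaled to controls: 0 for no effect and ±100 for the full control effect; nearly all actives have a fitted effect of over 50% in size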
# RORgamma inh: qHTS for inhibitors of ROR gamma transcriptional activity; Potency, µM (doses to about 53.6 µM), for the others: at the highest dose activity change, negative = inhibition, actives largely listed as inhibitors; Drosophila S2 Gal4-RORgamma UAS-luciferase reporter, 20 h; Nuclear receptor ROR-gamma (Mus musculus), P51450; actives 5.4% (n = 310,000); AID 2551, 2010; also: % is scaled to controls: 0 for no effect and ±100 for the full control effect; nearly all actives have a fitted effect of over 60% in size
# Target sequence (P51450 whole entry, looked up, the tested form may be a part): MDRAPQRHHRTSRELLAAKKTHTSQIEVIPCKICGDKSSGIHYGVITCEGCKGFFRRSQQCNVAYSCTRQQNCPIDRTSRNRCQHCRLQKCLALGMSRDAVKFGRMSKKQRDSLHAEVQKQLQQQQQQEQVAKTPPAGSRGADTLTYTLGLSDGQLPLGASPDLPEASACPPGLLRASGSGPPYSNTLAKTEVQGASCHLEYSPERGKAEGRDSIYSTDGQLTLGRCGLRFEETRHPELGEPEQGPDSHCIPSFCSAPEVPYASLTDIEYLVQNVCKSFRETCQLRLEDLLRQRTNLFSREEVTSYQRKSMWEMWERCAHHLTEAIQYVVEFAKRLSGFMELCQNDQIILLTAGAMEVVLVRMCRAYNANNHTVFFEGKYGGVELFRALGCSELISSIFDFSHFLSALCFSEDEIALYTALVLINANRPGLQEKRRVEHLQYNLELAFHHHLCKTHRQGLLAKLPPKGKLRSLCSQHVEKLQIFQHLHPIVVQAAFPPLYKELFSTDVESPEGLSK
#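 Using a luciferase readout, inhibitors were identified by reduced reporter activity in Drosophila cells coexpressing a copper-inducible Gal4–ROR gamma fusion and UAS-driven Photinus luciferase, incubated 20 hr after 700 uM copper sulfate.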
# NPC1 prom act: qHTS Assay for NPC1 Promoter Activators; Huh7 NPC1 promoter luciferase reporter, 24 h; Potency, µM (series often up to 9.22 µM), for inactives: at the highest dose activation, hits mostly activators; actives 2.4% (n = 320,000);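 also: % of control where 0% means no effect; nearly all actives have a fitted effect of over 60% in size; reporter is driven by a mutant NPC1 promoter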
#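 Huh7 reporter cells (NPC1 promoter driving luciferase) are dosed with compound for 24 h at 37 °C, 5% CO2; luciferase detection reagent is then added and luminescence measured after 10 min at ambient temperature.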
# p53 reactivation: qHTS assay for re-activators of p53 using a Luc reporter; H1299 p53-A138V BP100-luciferase reporter, luminescence, 24 h; Potency, µM (doses to about 92.2 µM), without a hit: at the top dose activity change, positive = activation, actives largely listed as activators; actives 0.063% (n = 320,000); AID 504706, 2011; also: % of control where 0% means no effect; nearly all actives have a fitted effect of over 45% in size
#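 H1299 (p53-null), stable ts p53-A138V + BP100-Luc; 1000 cells/well, Opti-MEM/10% FBS; cpd 4 pt, 1:5; 24 h, 37 deg C, 5% CO2; detection reagent 10 min RT; luminescence.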
# ELG1 genotoxic: qHTS screen for small molecules that induce genotoxicity in human embryonic kidney (HEK293T) cells expressing luciferase-tagged ELG1; HEK293T ELG1-luciferase reporter, luminescence, 16 h; Potency, µM (top dose mostly 46 µM), for the others: top-dose activity change, positive = activation, hits mostly activators; actives 1.3% (n = 330,000); also: % of control where 0% means no effect; nearly all actives have a fitted effect of over 60% in size
#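 Reporter readout depends on ELG1 protein level, which increases with genetic stress. After 16 hr compound exposure at 37 °C, luciferase activity was quantified using ONE-Glo.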
# MBNL1 CUG block: qHTS Assay for Inhibitors of MBNL1-poly(CUG) RNA binding; TR-FRET MBNL1-His/biotin-(CUG)12 binding, 665/545 ratio; actives 0.036% (n = 280,000); Muscleblind-like protein 1 (Homo sapiens), Q9NR56; Potency, µM (doses to about 57.5 µM), for inactives: at the highest dose activity change, negative = inhibition, actives largely listed as inhibitors; active = well fitted inhibition curve with a large enough effect in the signal ratio, with a control signal flat, not every such curve was filed as active; inconclusive = small, poorly fitted or top-dose-only effect, or effect the other way, or a change in a side signal; inactive = no such curve, though single readings can be large or run the other way; the % refers to the signal ratio; also: % is scaled to controls: 0 for no effect and ±100 for the full control effect
#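 Compounds (final 92 nM to 58 uM) are added to His-tagged MBNL1 and biotin-(CUG)12, then terbium anti-His antibody and streptavidin-XL665 (5 nM final). After 60 min at room temperature, the 665/545 nm ratio is read.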
# Rab9 promoter act: qHTS Assay for Rab9 Promoter Activators | actives 2.8% (n = 320,000) | Potency, µM (series often up to 9.22 µM), for the others: top-dose activation, negative = inhibition, usual class: activators | Huh7 Rab9 promoter-luciferase reporter, luminescence, 24 h; also: % of control where 0% means no effect; nearly all actives have a fitted effect of over 60% in size
#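 Huh7 cells stably carrying Rab9 promoter–luciferase reporter, plated 1500 cells/well, compound added after 2 h and incubated 24 h at 37 °C; luciferase luminescence then read after 10 min with detection reagent.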
# uPA generation: qHTS for Inhibitors of Cell Surface uPA Generation | actives 0.31% (n = 330,000) | cell surface uPA generation assay, qHTS | Potency, µM (titrated, usually from 38.3 µM), for inactives: top-dose activity change, negative = inhibition, usual class: inhibitors; active = well fitted inhibition curve with a large enough effect; inconclusive = small, poorly fitted or top-dose-only effect; inactive = no such curve, though single readings can be large or run the other way; tested in mouse RAW 264.7 cells; also: % is scaled to controls: 0 for no effect and ±100 for the full control effect; nearly all actives have a fitted effect of over 55% in size
# FLuc modulator: qHTS profiling assay for firefly luciferase inhibitor/activator using purifed enzyme and Km concentrations of substrates (counterscreen for miR-21 project); purified FLuc, Km substrates, luminescence inhibition; Potency, µM (series often up to 57.5 µM), inactives show top-dose activity change, negative = inhibition, most hits filed as inhibitors; actives 6.9% (n = 360,000); AID 588342, 2011;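 also: plate controls were vehicle for no effect and reference inhibitor for full effect; nearly all actives have a fitted effect of over 55% in size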
# Target sequence (P08659 whole entry, looked up): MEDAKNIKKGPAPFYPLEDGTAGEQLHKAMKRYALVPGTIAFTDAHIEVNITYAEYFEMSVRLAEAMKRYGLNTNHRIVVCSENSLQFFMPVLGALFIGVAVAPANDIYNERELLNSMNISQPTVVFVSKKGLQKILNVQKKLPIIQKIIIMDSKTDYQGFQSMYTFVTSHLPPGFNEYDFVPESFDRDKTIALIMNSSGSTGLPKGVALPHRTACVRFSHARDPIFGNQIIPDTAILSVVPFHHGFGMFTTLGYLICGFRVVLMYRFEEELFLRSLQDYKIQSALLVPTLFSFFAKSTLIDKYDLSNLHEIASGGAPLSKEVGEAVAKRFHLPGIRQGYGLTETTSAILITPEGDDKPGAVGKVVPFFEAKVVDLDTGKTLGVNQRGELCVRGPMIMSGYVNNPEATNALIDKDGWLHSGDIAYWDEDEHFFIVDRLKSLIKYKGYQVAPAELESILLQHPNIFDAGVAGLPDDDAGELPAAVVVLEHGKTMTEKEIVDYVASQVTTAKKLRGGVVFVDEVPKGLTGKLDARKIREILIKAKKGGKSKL
#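 Biochemical qHTS of compounds, final roughly 60 µM downward over six points, against 10 nM purified firefly luciferase using Km concentrations of substrates (10 uM D-luciferin, 10 uM ATP) in Tris acetate pH 7.5 buffer; luminescence output.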
# BRCA1 expr up: qHTS Assay to Identify Small Molecule Activators of BRCA1 Expression; MCF7-BRCA1-FFLuc reporter, luminescence, 48 h; response scale: scaled: vehicle 0%, 10 µM genistein 100%; Potency, µM (series often up to 46.1 µM), for inactives: at the highest dose activation, usual class: activators; actives 1.1% (n = 380,000); AID 624202, 2012; also: nearly all actives have a fitted effect of over 80% in size; some results filed as inactive show a strong effect at the top dose
#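 Luminescence from a BRCA1-driven firefly luciferase in MCF7 cells was read after 48 h compound exposure at 37 C. Data normalized against DMSO and a 10microM genistein activation control, then curve-fitted across the titration.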
# An asterisk follows results filed as active; ? = inconclusive; nt = no result given; & = joins results of further samples; [ ] = another dose, or the depositor's remark. Unless noted, calls follow the shape of the dose curve; as a rule, active = well fitted curve in the direction sought with a large enough effect; inconclusive = small, poorly fitted or top-dose-only effect, or another doubt; inactive = no such curve, though single readings can be large; an effect the other way counts as inactive or inconclusive. Potency is read from the fitted curve at half-maximal effect.
SMILES,VP16 counter,RORgamma inh,NPC1 prom act,p53 reactivation,ELG1 genotoxic,MBNL1 CUG block,Rab9 promoter act,uPA generation,FLuc modulator,BRCA1 expr up
Cc1ccc(Nc2ncc3c(n2)CC(C)CC3=O)c(C)c1 (stereo unspecified),-20.4%,-28.7%,27.1%,9.3%,7.3µM*,6.0%,?,-15.9%,7.57µM*,?
O=C(O)c1cccc(N2CCCCS2(=O)=O)c1,5.7%,14.4%,-0.2%,2.6%,-0.1%,2.8%,0.9%,3.5%,-12.1%,-21.4%
CCOc1ccc(Nc2ccc3nonc3c2[N+](=O)[O-])cc1,9.6%,13.7%,-2.2%,3.5%,-12.0%,?,0.4%,-3.6%,0.8%,-7.6%
COc1ccccc1OCc1cc(C(=O)NCCN2CCCC(O)C2)no1 (stereo unspecified),-10.1%,15.1%,-5.2%,20.7%,1.8%,-0.8%,2.4%,9.8%,0.7%,-6.3%
O=C(COC(=O)c1cccnc1)c1ccc(Cl)cc1,?,-14.4%,-5.0%,12.3%,-4.6%,-2.4%,-2.0%,0.8%,10.7µM*,-22.8%
O=C(CSC1=NS(=O)(=O)c2cc(F)ccc2N1)Nc1cccc(F)c1,nt,nt,-0.1%,5.0%,-1.4%,nt,-4.5%,3.0%,2.1%,-7.5%
CCc1sc(C(=O)Nc2ccsc2C(=O)OC)cc1Br,-15.8%,-41.0%,-1.0%,3.3%,-3.2%,39.4%[activator],2.4%,nt,?,-35.7%
Cc1cc(C(=O)Cn2cnc3cc([N+](=O)[O-])ccc3c2=O)c(C)n1CC1CCCO1 (stereo unspecified),9.3%,?,-1.1%,11.3%,0.6%,?,-29.6%,0.0%,-17.8%,22.1%
CNC(=S)NNC(=O)c1ccccc1Cl,-3.2%,?,1.1%,2.0%,-2.7%,-3.3%,7.6%,11.6%,-1.5%,6.5%
COc1ccccc1CNC(=O)Cn1cc([N+](=O)[O-])ccc1=O,0.2%,7.7%,-3.5%,-2.0%,2.8%,?,1.7%,4.8%,2.2%,0.2%
CC(CCc1ccccc1)NC(=O)c1ccc(NC(=O)c2cccc(Br)c2)cc1 (stereo unspecified),-10.4%,0.4%,-6.9%,-3.3%,6.2%,8.5%,-10.7%,2.7%,-2.3%,-27.2%
CCN(CC)c1ccc(/C=N/N2CCN(Cc3ccc(C)cc3)CC2)c(O)c1,-1.2%,14.5%,-1.4%,1.5%,-16.9%,8.1%,0.0%,nt,0.2%,-14.1%
O=C(Nc1nnc(-c2ccco2)o1)c1ccc(N2C(=O)CCC2=O)cc1,?,11.2µM*,-2.4%,10.4%,2.7%,-5.8%,1.5%,1.2%,-4.8%,1.2%
COC(OC)c1ccnc(-c2ccc(OC(=O)c3ccc(F)cc3)cc2)n1,-4.1%,16.9%,0.3%,-3.7%,-4.8%,-2.6%,15.4%,0.5%,?,26.2%
COc1ccccc1Cn1c(=O)c2ccccc2n2c(Sc3ncnc4sccc34)nnc12,?,11.2µM*,-19.2%,-37.6%[inhibitor],-19.8%,16.4%,3.1%,-18.2%,-1.0%,-6.9%
Cc1cccc(NC(=O)c2cc(S(=O)(=O)N3CCc4ccccc43)cn2C)c1,-27.7%,-26.1%,-6.6%,nt,4.2%,1.3%,-0.8%,-2.7%,5.9%,6.2%
COc1ccc2cc(CN(Cc3ccco3)C(c3nnnn3C3CCCCC3)C(C)C)c(=O)[nH]c2c1 (stereo unspecified),8.6%,-11.0%,-2.6%,-1.5%,-16.2%,14.5%,-8.1%,1.8%,-0.6%,-14.1%
O=C(NCc1cccnc1)C(=O)Nc1ccc2c(c1)OCO2,15.1%,22.0%,7.5%,-1.7%,9.1%,-3.0%,23.4%,0.0%,-13.8%,43.6%
CC(C)CN(CC(C)C)C(=O)Nc1ccccc1F,7.7%,0.7%,1.7%,-1.3%,0.3%,-3.8%,-8.4%,-3.4%,4.2%,16.6%
CNC(=O)COC(=O)c1c2c(nc3ccccc13)CCC2,1.4%,14.4%,-0.1%,-2.7%,-3.5%,nt,2.3%,-4.4%,-11.9%,-8.9%
CCOC(=O)c1ccc2ncc(C(=O)OCC)c(NCc3ccco3)c2c1,10.8%,48.3%,14.9%,?,1.1%,5.2%,5.5%,-10.6%,-17.1%,-18.6%
COc1ccc(NC(=O)Nc2sc(NS(=O)(=O)c3ccccc3)nc2C)cc1,-19.5%,?,-1.3%,-6.0%,-2.8%,-6.1%,-0.6%,-1.0%,?,-20.5%
CCOC(=O)c1ccc(NC(=O)CC2COc3ccccc3O2)cc1 (stereo unspecified),7.6%,14.4%,1.2%,-4.7%,0.1%,-10.7%,2.5%,6.9%,-10.6%,-5.1%
O=C(NCc1ccc(Cl)cc1)c1cnn2ccccc12,0.0%,18.3%,3.98µM*,?,?,0.2%,2.51µM*,?,13.5µM*,?
CSc1nc(C)c2cc(C)oc2n1,3.7%,15.1%,-0.3%,-0.4%,3.1%,-11.9%,-0.3%,7.1%,-5.8%,-1.6%
COc1cccc(CNC(=O)C2CCN(c3ncnc4c3nc3n4CCCCC3)CC2)c1,1.6%,-21.4%,-1.0%,4.4%,-0.1%[9.26 µM],-3.6%,-0.8%,8.6%,-2.3%&-7.1%,12.1%
CCOc1ccc(OCc2ccc(C(=O)NN)o2)cc1,?,0.0%,0.398µM*,2.7%,?,4.6%,?,-7.4%,?,?
COCCN1C(=O)C(=O)/C(=C(/O)c2ccc(S(=O)(=O)N3CCOCC3)cc2)C1c1cccc(OC)c1 (stereo unspecified),-4.6%,-2.2%,11.5%,-3.7%,1.4%,13.6%,0.1%,9.5%,-1.6%,-1.0%
CCn1cc([N+](=O)[O-])c(C(=O)Nc2nc(-c3ccc(C)c(C)c3)c(C)s2)n1,1.4%,-14.7%,-4.0%,-6.1%,0.4%,0.4%,1.2%,6.9%,0.6%,-22.7%
COc1ccc(OCC(=O)N2CCN(S(=O)(=O)c3ccc(Cl)cc3)CC2)cc1,8.1%,3.8%,5.2%,-1.4%,-4.6%,-4.8%,-5.6%,20.4%,-1.6%,-0.1%
Cc1c(NC(=S)Nc2ccccc2C(F)(F)F)cccc1[N+](=O)[O-],0.9%,35.2%,1.5%,-4.6%,0.5%,6.4%,-4.6%,-7.4%,10.3%,-45.2%
CCOC(=O)c1c(C2CC2)csc1NC(=O)COC(=O)c1cc(OC)c(OC)cc1[N+](=O)[O-],-5.1%,0.4%,0.2%,-5.3%,-0.9%,nt,-1.5%,-10.2%,3.2%,-18.0%
Cc1cc(C)n2nc(SCc3ccccc3F)nc2n1,10.9%,43.0%,11.9%,1.7%,5.6%,0.6%,-0.6%,0.4%,-9.8%,60.2%
CCOCCCNC(=S)N1CCC(NC(=O)c2ccco2)CC1,-1.9%,15.3%,-4.2%,0.0%,0.1%,2.7%,-0.6%,2.5%,?,1.0%
COC(C[C@@H]1O[C@@H]1[C@@H](O)[C@@H](C)OCc1ccccc1)OC,2.3%,-22.4%,-6.8%,-1.2%,0.0%,-8.6%,-1.4%,14.3%,0.6%,2.6%
CCOC(=O)c1ccc(N2C(=O)CC(Sc3ncccn3)C2=O)cc1 (stereo unspecified),?,?,-1.2%,3.7%,-9.9%,-5.7%,6.8%,3.7%,5.7%,-21.7%
CSc1nc(C)c(CCOC(=O)c2cccc(C)c2)c(=O)[nH]1,-3.7%,-15.7%,-1.8%,0.9%,-1.4%,0.8%,7.9%,6.1%,-9.2%,1.9%
Cc1ccc(NC(=O)CCNS(=O)(=O)c2ccc3[nH]c(=O)oc3c2)cc1,-2.5%,3.7%,-5.7%,7.6%,0.1%,-7.7%,-1.0%,-1.2%,5.3%,0.0%
O=C(NCCCN1CCCCCC1)c1ccc2c(Cl)c3c(nc2c1)CCCC3,15.6%,-2.5%,0.3%,20.5%,-0.5%,12.7%,-1.3%,-7.3%,-2.8%,-32.0%

# In the list so far, three contain an NH in an aromatic ring:
SMILES,VP16 counter,RORgamma inh,NPC1 prom act,p53 reactivation,ELG1 genotoxic,MBNL1 CUG block,Rab9 promoter act,uPA generation,FLuc modulator,BRCA1 expr up
COc1ccc2cc(CN(Cc3ccco3)C(c3nnnn3C3CCCCC3)C(C)C)c(=O)[nH]c2c1 (stereo unspecified),8.6%,-11.0%,-2.6%,-1.5%,-16.2%,14.5%,-8.1%,1.8%,-0.6%,-14.1%
CSc1nc(C)c(CCOC(=O)c2cccc(C)c2)c(=O)[nH]1,-3.7%,-15.7%,-1.8%,0.9%,-1.4%,0.8%,7.9%,6.1%,-9.2%,1.9%
Cc1ccc(NC(=O)CCNS(=O)(=O)c2ccc3[nH]c(=O)oc3c2)cc1,-2.5%,3.7%,-5.7%,7.6%,0.1%,-7.7%,-1.0%,-1.2%,5.3%,0.0%

# Screens (PubChem)
